Bioassay records from PubChem BioAssay.
APEX1 inh = APE1 (human) endonuclease inhibition. Potency, µM (doses to about 65.8 µM), without a hit: at the highest dose activity change, negative = inhibition, actives largely listed as inhibitors. recombinant APE1, TAMRA/BHQ-2 abasic DNA cleavage fluorescence. 350,000 tested, 0.35% active. P27695;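 note: potency is the fitted concentration of half-maximal effect; plate controls were vehicle for no effect and reference inhibitor for full effect; nearly all actives have a fitted effect of over 55% in size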
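Substrate: short duplex with […] THF abasic site, 5'-TAMRA and 3'-BHQ-2, 50 nM final. APE1 at 0.75 nM, preincubated 15 min RT with compound. Fluorescence increase from first to third read measured activity.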
Pol eta inh = DNA polymerase eta (human) inhibition; Q9Y253; recombinant Pol eta, fluorescent DNA replication assay; Potency, µM (series often up to 114 µM), for inactives: at the top dose activity change, negative = inhibition, usual class: inhibitors; 390,000 tested, 1.2% active; note: potency is the fitted concentration of half-maximal effect; % is set by controls: 0 for no effect and ±100 for the full control effect
Target sequence (Q9Y253 whole entry, looked up): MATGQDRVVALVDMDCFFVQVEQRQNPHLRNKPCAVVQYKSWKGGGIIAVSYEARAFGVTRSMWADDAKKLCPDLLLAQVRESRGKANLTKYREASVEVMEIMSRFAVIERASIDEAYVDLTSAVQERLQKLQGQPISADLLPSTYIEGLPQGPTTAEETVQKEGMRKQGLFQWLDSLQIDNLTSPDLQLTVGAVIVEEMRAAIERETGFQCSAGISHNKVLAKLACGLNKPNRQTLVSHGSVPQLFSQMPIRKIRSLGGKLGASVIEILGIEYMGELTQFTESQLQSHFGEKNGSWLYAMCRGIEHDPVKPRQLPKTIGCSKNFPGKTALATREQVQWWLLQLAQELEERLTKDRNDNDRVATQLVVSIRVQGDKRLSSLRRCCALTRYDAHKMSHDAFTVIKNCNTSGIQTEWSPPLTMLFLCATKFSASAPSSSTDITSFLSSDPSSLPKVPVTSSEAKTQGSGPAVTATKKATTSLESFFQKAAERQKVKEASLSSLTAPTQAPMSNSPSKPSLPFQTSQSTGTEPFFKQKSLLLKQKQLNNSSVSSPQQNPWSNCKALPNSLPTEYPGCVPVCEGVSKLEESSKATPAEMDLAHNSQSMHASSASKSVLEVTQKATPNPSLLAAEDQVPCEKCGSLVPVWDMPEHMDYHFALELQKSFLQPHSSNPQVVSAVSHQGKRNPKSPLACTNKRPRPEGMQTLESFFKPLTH
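Fluorescent replication assay: 50 nM final substrate added after a 15 min room-temperature compound preincubation with 10 nM enzyme. Signal taken at 0 min and again at 10 min.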
Pol iota inh = DNA polymerase iota (human) inhibition; Q9UNA4; Pol iota fluorescent replication assay, 10 min; Potency, µM (doses to about 115 µM), for inactives: at the top dose activity, negative = inhibition, actives largely listed as inhibitors; 390,000 tested, 1% active; AID 588590; note: potency is the fitted concentration of half-maximal effect
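Pol iota at 10 nM preincubated 15 min with compounds at room temperature; reaction started with fluorescent substrate, 50 nM final. Fluorescence read kinetically at 0 and 10 min; buffer-only wells as negative control.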
BLM helicase inh = inhibitors of human Bloom syndrome helicase BLM. recombinant BLM DNA unwinding, fluorescence dequenching. Potency, µM (doses to about 56.1 µM), without a hit: top-dose activity change, negative = inhibition, most hits filed as inhibitors. 350,000 tested, 0.2% active. AID 2528;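 note: potency is the fitted concentration of half-maximal effect; plate controls were vehicle for no effect and no enzyme for full effect; nearly all actives have a fitted effect of over 35% in size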
PGK inhibitor = T. brucei PGK inhibition. P07378. PGK/GAPDH coupled, Kinase-Glo luminescence, 60 min. Potency, µM (series often up to 57.5 µM), for the others: at the highest dose activity change, negative = inhibition, most hits filed as inhibitors. 380,000 tested, 0.043% active. AID 602233; note: potency is the fitted concentration of half-maximal effect; % is set by controls: 0 for no effect and ±100 for the full control effect; nearly all actives have a fitted effect of over 60% in size
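Luminescent ATP detection (Kinase-Glo Plus) follows a 60-minute room-temperature incubation, with wells lacking PGK as controls. Buffer: 100 mM TEA (pH 7.6), 5 mM MgCl2, 0.01% Tween-20. Coupling enzyme GAPDH (100 nM final) supplies unstable 1,3-BPG in-well.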
POLB inh = inhibitors of human DNA polymerase beta; P06746; Pol beta primer extension/strand displacement, fluorescence kinetic; Potency, µM (highest dose often 114 µM), inactives show at the highest dose activity change, negative = inhibition, hits mostly inhibitors; 340,000 tested, 1.3% active; AID 485314; note: potency is the fitted concentration of half-maximal effect; % is set by controls: 0 for no effect and ±100 for the full control effect
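Homogeneous kinetic assay of primer extension and strand displacement by 10 nM Pol beta, preincubated 15 min at room temperature with compound before 50 nM substrate (final) was added. Read at 0 and 10 min; four-parameter Hill fit.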
Apoferritin bind = binds horse apoferritin like a general anesthetic. Potency, µM (highest dose often 77.5 µM), for the others: at the highest dose activity change, negative = displacement, most hits filed as inhibitors. AID 485281. P02791. 350,000 tested, 0.074% active. apoferritin/1-aminoanthracene competitive binding, fluorescence; note: potency is the fitted concentration of half-maximal effect; % is set by controls: 0 for no effect and ±100 for the full control effect; nearly all actives have a fitted effect of over 20% in size
Target sequence (P02791 2-175 limits assumed): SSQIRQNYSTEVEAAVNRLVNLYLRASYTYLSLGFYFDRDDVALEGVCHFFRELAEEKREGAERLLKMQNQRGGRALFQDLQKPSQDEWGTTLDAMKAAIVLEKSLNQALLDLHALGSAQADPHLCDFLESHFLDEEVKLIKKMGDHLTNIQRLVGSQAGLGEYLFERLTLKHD
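Probe: 1-aminoanthracene (50% saturated, PBS). Protein: horse-spleen apoferritin, 10 uM. Incubation: 10 min, room temperature. Detection: 380 nm excitation, 535 nm emission. Analysis: normalized response, four-parameter Hill.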
Pol kappa inh = DNA polymerase kappa (human) inhibition; Q9UBT6; purified Pol kappa, fluorescent DNA synthesis assay, 10 min; Potency, µM (series often up to 107 µM), for the others: at the highest dose activity, negative = inhibition, usual class: inhibitors; 400,000 tested, 0.53% active; note: potency is the fitted concentration of half-maximal effect; % is set by controls: 0 for no effect and ±100 for the full control effect
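Activity was followed as the change in fluorescence between reads at 0 and 10 min after starting the reaction with 50 nM substrate. Beforehand, 10 nM polymerase had been preincubated with compound for 15 min at room temperature.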
RXFP1 antagonist = antagonists of human relaxin receptor RXFP1; HEK293-RXFP1, relaxin-stimulated cAMP HTRF, 30 min; hits give low values; Q9HBX9; activity change, negative = inhibition, % at 57.5 µM; AID 1259400; 350,000 tested, 0.59% active;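 active = activity change of -60% or lower, but not beyond a set lower limit; inconclusive = change between -60% and -40%, or beyond the set limit; inactive = change above -40%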; note: % is set by controls: 0 for no effect and ±100 for the full control effect
* hit, by the source's call; i = inactive; ? = inconclusive; · = no result given; & = joins results of further samples; [ ] = dose if it differs, or a comment. Unless noted, calls come from the whole dose curve; as a rule, active = well fitted curve in the direction sought with a large enough effect; inconclusive = small, poorly fitted or top-dose-only effect, or another doubt; inactive = no such curve, though single readings can be large; an effect the other way counts as inactive or inconclusive. This is a subset; the hit share may differ from the screen's.

Structure | APEX1 inh | Pol eta inh | Pol iota inh | BLM helicase inh | PGK inhibitor | POLB inh | Apoferritin bind | Pol kappa inh | RXFP1 antagonist
CCN1CCN(C(=S)c2ccc(Cl)c(Cl)c2)CC1 | 3% | 5% | 25% | 0% | i | 3% | -12% | 3% | -1
COc1cccc(NS(=O)(=O)c2ccc3[nH]cc(C(=O)NCCN4CCOCC4)c(=O)c3c2)c1 | -3% | -20% | 17% | -9% | -3% | 25% | -15% | -8% | -6
O=C(O)CCc1nc(-c2ccc(Cl)cc2)no1 | 1% | -19% | 17% | -1% | -1% | 19% | -10% | -4% | ·
O=S(=O)(NCc1cccs1)c1cccc(S(=O)(=O)N2CCCCC2)c1 | -10% | -16% | -13% | -12% | -10% | 47% | -10% | 8% | -17
COc1ccc(F)cc1C(=O)C1CCCN(C(=O)Cc2c(C)noc2C)C1 (stereo not drawn) | 19% | -2% | 20% | -2% | -6% | 2% | -9% | 2% | 0
CCCC1N=C2c3ccccc3N=C(SCC(=O)NCCc3ccc(Cl)cc3)N2C1=O (stereo not drawn) | · | 2% | 2% | 2% | -21% | -7% | -11% | -3%[60.1 µM] | 4
O=C(OCc1ccccc1C(F)(F)F)c1ccc(Br)c(S(=O)(=O)N2CCOCC2)c1 | · | -15% | -20% | · | -8% | · | · | -7% | 4
O=C1CSC(c2cn(-c3ccccc3)nc2-c2cc3ccccc3oc2=O)N1Cc1ccccc1 (stereo not drawn) | 0% | -8% | -8% | -10% | i | 4% | 3% | 0% | -11
Nn1c(SCc2cn3cc(Cl)ccc3n2)nnc1-c1ccncc1 | 0% | 16% | 66%[activator] | -8% | -1% | -24% | -5% | 0% | -7
O=C(COc1ccc(S(=O)(=O)N2CCCCC2)cc1)NCC1CCCO1 (stereo not drawn) | -6% | -7% | 34%[activator] | -4% | -3% | 9% | -1% | 4% | -3
COc1cc(OC)c2c(-c3cccc(-c4ccc(C(F)(F)F)cc4)c3)cc(=O)oc2c1 | 1%&-4% | -13% | -1% | -14%[75.6 µM] | 1% | · | ? | -2% | ·
O=C(c1ccc2c(c1)OCO2)N1CCCC1 | 8% | -4% | ? | 2% | i | 9% | 2% | -7% | 6
COc1ccc(-n2ncc3c(=O)n(Cc4c(F)cccc4Cl)cnc32)cc1 | 1% | -11% | 92%[activator] | -3% | -3% | 22% | -14% | -2% | -16
Cc1ccc(S(=O)(=O)N(C)CC(=O)NCCCn2nc(C)cc2C)cc1 | -7% | -14% | -22% | · | -7% | · | · | 3% | 1
CN(CC(=O)Nc1ccc(F)cc1)C(=O)COC(=O)Cc1cccs1 | 2% | -2% | 13% | · | 1% | · | · | -10% | 5
Cc1ccc(S(=O)(=O)Nc2cc(=O)[nH]c(SCc3ccccc3Cl)n2)cc1 | -2% | -5% | -19% | 4% | -2% | 14% | ? | 0% | 19
COc1ccccc1-c1ccc2ncnc(N3CCN(C)CC3)c2c1 | 0% | · | · | 38%[activator] | · | · | -8% | -8%[60.1 µM] | ·
CCCCCCCCOC(=O)CCc1c(C)[nH]c(=S)[nH]c1=O | 0% | -10% | 7% | -3% | 2% | 14% | ? | -6% | -70*
O=[N+]([O-])c1ccc(CCn2ccnc2)cc1 | 33% | -17% | -38% | -2% | -4% | 23% | 0% | -23% | 13
COc1cccc(/C=C/C(=C2/C(=O)N(c3ccccc3)N=C2C)c2ccc(Br)cc2)c1OC | -8% | -19% | 5% | -2% | 3% | 28% | 0% | 2% | -6
O=C(COc1ccc2c3c(c(=O)oc2c1)CCCC3)NCc1ccccn1 | 8% | -15% | 51%[activator] | 5% | 0% | ? | -11% | -8% | 2
O=C(Nc1cccc(F)c1)c1coc(=O)c(Br)c1 | ? | -2% | ? | 5% | -8% | ? | 51%[activator] | -45% | -3
Cc1cccc(-n2nnc(C(=O)N3CCc4ccccc4C3)c2N)c1 | 3% | -5% | 9% | -11% | -7% | 2% | 0% | -5% | -1
CC(C)CCn1c(SCCc2ccccc2)nc2c1c(=O)[nH]c(=O)n2C | -4% | -3% | 11% | 1% | -11% | 3% | -12% | -3% | -4
CCOC(=O)c1c(NC(=O)COC(=O)CCNS(=O)(=O)c2ccccc2)sc(C(=O)N(C)C)c1C | 16% | -11% | 9% | · | -10% | · | · | -2% | -12
O=C(Oc1coc(CSc2nnc(NC(=O)c3cccs3)s2)cc1=O)c1ccccc1 | ? | ? | ? | -15% | i | 13µM* | -15% | ? | -7
CCc1nnc(NC(=O)CN2CCCC(C)C2)s1 (stereo not drawn) | 12% | -9% | 9% | -1% | 6% | 13% | -2% | -13% | 5
CC1Cc2ccccc2N1C(=O)Cn1c(=O)oc2cc(S(=O)(=O)N3CCCCC3)ccc21 (stereo not drawn) | 6% | -21% | 14% | -6% | -4% | 5% | 5% | -20% | ·
CCCN1CCC(=NNC(=O)c2ccc(Br)o2)CC1 | -8% | -2% | 10% | -4% | 3% | 2% | -15% | 2% | -8
Fc1ccc(Oc2ccnc(Cl)n2)c(Cl)c1 | · | -5% | 36%[activator] | · | -4% | · | · | 0% | -6
Cc1ccc(C(=O)c2ccc([N+](=O)[O-])cc2)c(C)c1 | -6% | -18% | -17% | -4% | -1% | -1% | ? | -16% | -13
Cc1ccc(CC(=O)N2CCN(C(=O)C3CCCO3)CC2)cc1 (stereo not drawn) | 17% | 4% | 0% | -4% | 11% | ? | -3% | 5% | 4

Single records, as listed above:
CCCN1CCC(=NNC(=O)c2ccc(Br)o2)CC1 reads APEX1 inh = -8%; Pol eta inh = -2%; Pol iota inh = 10%; BLM helicase inh = -4%; PGK inhibitor = 3%; POLB inh = 2%; Apoferritin bind = -15%; Pol kappa inh = 2%; RXFP1 antagonist = -8
CCOC(=O)c1c(NC(=O)COC(=O)CCNS(=O)(=O)c2ccccc2)sc(C(=O)N(C)C)c1C reads APEX1 inh = 16%; Pol eta inh = -11%; Pol iota inh = 9%; BLM helicase inh = ·; PGK inhibitor = -10%; POLB inh = ·; Apoferritin bind = ·; Pol kappa inh = -2%; RXFP1 antagonist = -12

(listing goes on)
Structure | APEX1 inh | Pol eta inh | Pol iota inh | BLM helicase inh | PGK inhibitor | POLB inh | Apoferritin bind | Pol kappa inh | RXFP1 antagonist
Cc1ccc(NC(=O)c2cc(-n3cnnc3)ccc2Cl)cc1 | -2% | -11% | 15% | 7% | 0% | 16% | 1% | -8% | 8
Cn1c(NCc2ccccc2F)nc2ccccc21 | · | -1% | ? | 3% | -8% | ? | -14% | -13% | ·
Cc1cccn2c(=O)nc(SCC(=O)N3CCC(C)CC3)nc12 | 32% | -13% | 59%[activator] | · | -5% | · | · | -6% | 0
CCS(=O)(=O)N1CCC(C(=O)NCCN2CCN(Cc3ccccc3)CC2)CC1 | 1% | 4% | -6% | -1% | -8% | 31%[activator] | -5% | -9% | -7
O=C(COCc1cc(-c2ccc3c(c2)OCO3)on1)Nc1cc(Cl)ccc1O | · | -3% | 6% | -4% | 10% | -1% | -8% | -7% | -10
CC(CNC(=O)c1cc(Cl)ccc1[N+](=O)[O-])NC(=O)c1cc(Cl)ccc1[N+](=O)[O-] (stereo not drawn) | -3% | -15% | -3% | -2% | -6% | 15% | -12% | -7% | 7
O=C(NCCCc1nc2ccccc2n1Cc1ccccc1Cl)c1ccco1 | · | -16% | 17% | 2% | -3% | -26% | 0% | -10% | 2
COc1cc(C(=O)Nc2nnc(CC(=O)N3CCOCC3)s2)cc(OC)c1OC | 16% | 5% | 11% | 4% | 3% | 4% | -4% | -7% | 6
CSc1ccc(S(=O)(=O)NCC(=O)OC2CCOC2=O)cc1[N+](=O)[O-] (stereo not drawn) | -35% | -18% | 9% | · | i | · | · | -5% | -1
O=C(O)CSc1sc(=S)sc1SCC(=O)O | -2% | ? | ? | 4% | · | 0% | -15% | -10% | -9
O=C(O)c1cccc(-n2cccc2/C=C\[N+](=O)[O-])c1 | 13µM* | 20µM* | ? | 6% | -28% | ? | -1% | 50µM* | -9
O=C(C1CCC(CNS(=O)(=O)c2cccc3cccnc23)CC1)N1CCc2ccccc21 (stereo not drawn) | -6% | -9% | -21% | -3% | -5% | 26% | ? | -5% | ·
CCN(CC)CCn1cnc2c1c(=O)[nH]c(=O)n2Cc1ccccc1 | -9% | -13% | ? | 0% | · | 35% | -2% | -8% | 7
CCCS(=O)(=O)N1CCN(C(=O)c2ccc(-c3ccccc3)cc2)CC1 | 4% | -2% | 7% | -2% | 0% | 5% | -13% | -3% | -7
S=C(NCCC1=CCCCC1)Nc1ccc(Cl)cc1 | 3% | -2% | 33%[activator] | 0% | -11% | 12% | 2% | 1% | 1
O=C(Cc1ccc(Cl)cc1)NCCS(=O)(=O)N1CCN(c2ccccc2)CC1 | 37% | 4% | -5% | · | 3% | · | · | -18% | -12
CCCc1ccc2oc(C(=O)N3CCN(c4cnccn4)CC3)c(C)c2c1 | -18% | -6% | 11% | -8% | 4% | ? | ? | -16% | -8
CCOc1ccc(N2CC(C(=O)NCc3ccc(C)n3C)CC2=O)cc1 (stereo not drawn) | 18% | -20% | 141%[activator] | 0% | -3% | -12% | -6% | -18% | 4
Cc1ccc(C(C(=O)Nc2ccc(C(C)C)cc2)N(C)C(=O)c2ccc(=O)[nH]c2)cc1 (stereo not drawn) | 7% | 9% | 10% | -4% | -1% | -14% | -21% | -8% | -13
CCCCOC(=O)c1ccc(NC(=O)c2cc3c(=O)n4cccc(C)c4nc3s2)cc1 | · | 2% | -5% | -4% | 7% | 2% | 0% | 5% | -5
COc1ccc(CCN2C(=O)N(c3ccc(C)cc3)C(=O)C2CC(=O)Nc2ccc(F)cc2)cc1 (stereo not drawn) | · | -13% | 5% | -17% | 9% | -15% | 38%[activator] | -25% | ·
O=S(=O)(c1ccccc1)N1CCN(Cc2ccccc2C(F)(F)F)CC1 | -4% | -21% | 6% | -13% | -6% | 1% | 1% | -7% | -14
COC(=O)c1c(SCC(=O)Nc2cc(C)cc(C)c2)[nH]c2ccccc2c1=O | · | -24% | -6% | -4% | -8% | ? | -23% | -14% | ·
COc1ccc2oc(C(=O)Nc3nccs3)c(C)c2c1 | -12% | -21% | 18% | · | -5% | · | · | 7% | 11
